mcGAS RapidFire = inhibitors of Mus musculus cyclic GMP-AMP synthase, initial high-throughput assay, cell-free, RapidFire MS | Q8C6L5 | recombinant mouse cGAS, cGAMP by RapidFire MS | inhibition, % at 12.5 µM | hit rate 0.18% among 130,000 | AID 1259397, 2018;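 active = inhibition of cGAS enzyme activity at or above 60%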;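 note: enzyme stimulated by 45 bp dsDNA with ATP and GTP substrates; cGAMP share of summed cGAMP plus half ATP and half GTP signals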
Target sequence (Q8C6L5 whole entry, looked up): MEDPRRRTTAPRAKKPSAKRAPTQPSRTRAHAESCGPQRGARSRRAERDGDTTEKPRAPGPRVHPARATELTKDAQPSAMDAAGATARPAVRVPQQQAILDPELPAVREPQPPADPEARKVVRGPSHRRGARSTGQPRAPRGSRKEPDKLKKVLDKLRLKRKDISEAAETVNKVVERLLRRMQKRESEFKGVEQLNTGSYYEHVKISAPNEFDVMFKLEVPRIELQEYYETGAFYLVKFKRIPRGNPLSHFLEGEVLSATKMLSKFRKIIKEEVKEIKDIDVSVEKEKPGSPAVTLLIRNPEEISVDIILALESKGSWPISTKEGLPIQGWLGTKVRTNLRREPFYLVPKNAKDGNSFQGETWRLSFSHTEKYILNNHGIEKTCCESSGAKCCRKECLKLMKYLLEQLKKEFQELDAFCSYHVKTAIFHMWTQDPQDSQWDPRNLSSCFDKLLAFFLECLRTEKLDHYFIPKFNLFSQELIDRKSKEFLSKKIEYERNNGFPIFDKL
* hit, by the source's call; & = joins results of further samples.

How did Cc1nc(C)c(C(=O)N2CCC(N3CCCC(C(=O)NC4CC4)C3)CC2)s1 (configuration not stated) do in these assays?
mcGAS RapidFire: -6

What do the screens show for `Nc1cncc(-n2cnc(-c3ccccc3)c2)c1`?
mcGAS RapidFire: -14

How did COCCCNc1cc(Cl)nc(N)n1 do in these assays?
mcGAS RapidFire: -10

How did CC1=C(c2ccc(C)cc2)S(=O)(=O)N=C1N1CCCC1 do in these assays?
mcGAS RapidFire: -4

What do the screens show for `CNC(=O)c1ccc(CN2CCC(N3CCCC3=O)CC2)o1`?
mcGAS RapidFire: 4

What do the screens show for `c1ccn2c(C3CCCN(c4ncnc5c4CCNC5)C3)nnc2c1` (configuration not stated)?
mcGAS RapidFire: -7&7

What do the screens show for `Cc1cccc(=O)n1CCC(=O)N1CCNCC1C(=O)N1CCOCC1` (configuration not stated)?
mcGAS RapidFire: -24

How did O=c1[nH]cnc2cc([N+](=O)[O-])ccc12 do in these assays?
mcGAS RapidFire: 11

What do the screens show for `CC(CCc1ccco1)NC(=O)N1CCCN(C(=O)Oc2ccccc2)CC1` (configuration not stated)?
mcGAS RapidFire: -9

What do the screens show for `CC(C)N1C[C@H](O)[C@@H](n2cnc(-c3ccccc3)c2-c2cccc(C#N)c2)C1`?
mcGAS RapidFire: -5

What do the screens show for `Cc1cc(C)c(NC(=O)CN2CCN(S(=O)(=O)c3ccc(Cl)s3)CC2)c(C)c1`?
mcGAS RapidFire: -11

How did O=C1C2C3C=CC(C4CC34)C2C(=O)N1CC(=O)n1nnc2ccccc21 (configuration not stated) do in these assays?
mcGAS RapidFire: -21

How did Cc1ccc(C(=O)O)cc1OCc1csc(Br)c1 do in these assays?
mcGAS RapidFire: -6

Results for Cc1cccc(C(=O)N2CCN(C(C(N)=O)c3ccc(Cl)cc3)CC2)c1C (configuration not stated) ?
mcGAS RapidFire: -5

What do the screens show for `Cc1cnc2c(C(=O)N3CCCC3Cn3cccn3)cnn2c1` (configuration not stated)?
mcGAS RapidFire: -19

Results for N=C(N)N1CCC2CCCCC2C1 (configuration not stated) ?
mcGAS RapidFire: -1

Results for CC(C)CN1CC(C(=O)N(C)CC2(CO)CCOCC2)CC1=O (configuration not stated) ?
mcGAS RapidFire: -21

Results for BrC12C3C4C5C3C1C(C4C21OCCO1)C51OCCO1 (configuration not stated) ?
mcGAS RapidFire: -8

What do the screens show for `CCOc1cc(/C=C/C(=O)Nc2nnc(CC)s2)cc(Cl)c1OC`?
mcGAS RapidFire: 1

What do the screens show for `CCC(CC)NC(=O)CN(C)S(=O)(=O)c1ccc(F)cc1`?
mcGAS RapidFire: -12

What do the screens show for `CC1(C(=O)Nc2cnc3ccccc3c2)CCN1Cc1ccc(OC(F)(F)F)cc1` (configuration not stated)?
mcGAS RapidFire: -3

What do the screens show for `Cc1cc(C)cc(-c2nc3nc(C)cc(C)n3c2N)c1`?
mcGAS RapidFire: -7

What do the screens show for `O=C(CN1CCOC1=O)N1CCC2(CCCN(CCCc3ccccc3)C2)C1` (configuration not stated)?
mcGAS RapidFire: 7

What do the screens show for `C=CCc1cc(CNC(=O)CCc2cnn(C)c2)cc(OC)c1OC`?
mcGAS RapidFire: -9

Gathered by group, the compounds so far with a furan ring, fused or not.
What do the screens show for `CNC(=O)c1ccc(CN2CCC(N3CCCC3=O)CC2)o1`?
mcGAS RapidFire: 4

What do the screens show for `CC(CCc1ccco1)NC(=O)N1CCCN(C(=O)Oc2ccccc2)CC1` (configuration not stated)?
mcGAS RapidFire: -9

New compounds follow:
Results for Cc1cc(N2CCCCC2)nc(Nc2ccc(NC(=O)C3CCCC3)cc2)n1 ?
mcGAS RapidFire: -8

What do the screens show for `O=C1COCc2ccc(-c3cnc4ccccc4c3)cc2N1CC1CC1`?
mcGAS RapidFire: -4

How did OCc1c(Cl)ncn1-c1cccc2ccccc12 do in these assays?
mcGAS RapidFire: 0

Results for COc1ccc2cc(C(=O)C3CCCN(C(=O)c4csnn4)C3)ccc2c1 (configuration not stated) ?
mcGAS RapidFire: -6

What do the screens show for `Cc1nn(C)cc1CN(C)C(=O)CC(c1ccccc1)c1ccccc1`?
mcGAS RapidFire: -4

What do the screens show for `CC1CN(C2CCCCC2)c2nc3c(c(=O)n(CCN4CCCCC4)c(=O)n3C)n2C1` (configuration not stated)?
mcGAS RapidFire: -5

Results for CC(C)=C1C2C=CC1C1C(=O)N(c3ccc(Cl)cc3[N+](=O)[O-])C(=O)C21 (configuration not stated) ?
mcGAS RapidFire: 4

Results for Cc1ccc(S(=O)(=O)N2CCN(C(=O)CN3C(=O)NC4(CCC(C)CC4)C3=O)CC2)c(C)c1 (configuration not stated) ?
mcGAS RapidFire: -4

Results for CCOc1ccc(C(CCc2ccccc2)NC(=O)c2cccnc2)cc1OCC (configuration not stated) ?
mcGAS RapidFire: -17

What do the screens show for `CN1C(=O)N(c2cccc3ccccc23)C(n2cncn2)C1(C)C` (configuration not stated)?
mcGAS RapidFire: -7

Results for Cc1cc(C)c2c(c1C(=O)N1CCc3ccccc3C1)CC(C)(C)C2=O ?
mcGAS RapidFire: 1

What do the screens show for `Cc1ccccc1S(=O)(=O)NC(=O)C1CCN(c2ccc(F)c(F)c2)C1=O` (configuration not stated)?
mcGAS RapidFire: -10

Results for CN(C)C(CNC(=O)COC1CCCC1)c1ccc(Cl)cc1 (configuration not stated) ?
mcGAS RapidFire: -9

What do the screens show for `Cn1nnnc1Sc1nc(-c2ccccc2)c2ccccc2n1`?
mcGAS RapidFire: -15

What do the screens show for `c1ccc(-c2noc(CN3CCCC3c3ccccn3)n2)cc1` (configuration not stated)?
mcGAS RapidFire: -4

What do the screens show for `CC(=O)c1cccc2c1OC(F)(F)C(=O)N2Cc1cccc(F)c1`?
mcGAS RapidFire: 27

Results for CC(=O)NC(C(=O)Nc1nc2ccc(F)cc2s1)C(C)C (configuration not stated) ?
mcGAS RapidFire: 1

What do the screens show for `N=C(N)c1ccc(N2CCN(C3CCN(CC(=O)O)CC3)CC2)cc1`?
mcGAS RapidFire: -14

How did Cc1ncc(CN2CCC(N(C)Cc3nnc(C)n3C)C2)s1 (configuration not stated) do in these assays?
mcGAS RapidFire: -54

What do the screens show for `COc1ccc(N(Cc2cccs2)Cc2nccn2C)cc1`?
mcGAS RapidFire: -4

What do the screens show for `Cc1occc1C(=O)NCc1cccnc1N(C)C`?
mcGAS RapidFire: -8

How did COc1cc2c(cc1O)NC(=O)CC2c1ccc(-c2ccn[nH]2)s1 (configuration not stated) do in these assays?
mcGAS RapidFire: -8

What do the screens show for `O=C(Nc1ccc(F)cc1F)Nc1ccc(F)cc1F`?
mcGAS RapidFire: -2

Results for CC(C)C1CN(C(=O)c2nn(C)c3ccccc23)CCC(=O)N1CC1CC1 (configuration not stated) ?
mcGAS RapidFire: -20

What do the screens show for `Cc1cc(O)c(C(c2cccc(F)c2)N2CCN(c3ccc(F)cc3)CC2)c(=O)n1Cc1ccco1` (configuration not stated)?
mcGAS RapidFire: -7

Results for COc1cc(NC(=O)C(C#N)Cc2ccc3[nH]ccc3c2)cc(OC)c1OC (configuration not stated) ?
mcGAS RapidFire: -3

Results for Cn1c(=O)c2c(nc(CN3CCN(c4ccccc4F)CC3)n2CC(=O)C(C)(C)C)n(C)c1=O ?
mcGAS RapidFire: -2

What do the screens show for `O=C(/C=C/c1ccco1)N1CC[C@@H](N2CCN(CCc3ccccc3)CC2)[C@H](O)C1`?
mcGAS RapidFire: 3

How did COc1ccc2c(c1)C(=O)/C(=C\c1cc(OC)c3c(c1)OCCO3)CO2 do in these assays?
mcGAS RapidFire: 6

What do the screens show for `Cc1nn(-c2ccccc2)c(C)c1CNC(=O)COc1cc(Cl)ccc1Cl`?
mcGAS RapidFire: -8

How did CC(=O)NCCNC(=O)CC1(C)N=C(c2ccccc2C)N(C)O1 (configuration not stated) do in these assays?
mcGAS RapidFire: -7

How did CC1CN(c2ncnc3c2nnn3C)CC(C)O1 (configuration not stated) do in these assays?
mcGAS RapidFire: -13

How did CN(C1CCCC1)S(=O)(=O)CCn1nnc(-c2ccccc2)n1 do in these assays?
mcGAS RapidFire: -28

What do the screens show for `Cc1cccc(C2(C)Nc3ccccc3C(=O)N2C)c1` (configuration not stated)?
mcGAS RapidFire: 0

How did O=C(Nc1ccc(SCC(=O)N2CCOCC2)nn1)c1ccccc1F do in these assays?
mcGAS RapidFire: -1

What do the screens show for `NCC1Cc2cccc(-c3ccc4ncnc(N)c4c3)c2O1` (configuration not stated)?
mcGAS RapidFire: -5

Molecules from the list above that contain a thiophene ring, fused or not, in the order listed:
What do the screens show for `Cc1cc(C)c(NC(=O)CN2CCN(S(=O)(=O)c3ccc(Cl)s3)CC2)c(C)c1`?
mcGAS RapidFire: -11

How did Cc1ccc(C(=O)O)cc1OCc1csc(Br)c1 do in these assays?
mcGAS RapidFire: -6

What do the screens show for `COc1ccc(N(Cc2cccs2)Cc2nccn2C)cc1`?
mcGAS RapidFire: -4

How did COc1cc2c(cc1O)NC(=O)CC2c1ccc(-c2ccn[nH]2)s1 (configuration not stated) do in these assays?
mcGAS RapidFire: -8

More results.
What do the screens show for `O=C(Cn1cnnn1)Nc1nc(-c2cccc3ccccc23)cs1`?
mcGAS RapidFire: 3

How did COc1ccc(OC)c(NC(=O)C2(C)CCN2Cc2cccc(OC)c2OC)c1 (configuration not stated) do in these assays?
mcGAS RapidFire: -3

How did COc1ccc(OC)c(C(=O)Nc2nnc(Cc3cccs3)o2)c1 do in these assays?
mcGAS RapidFire: -11

Results for O=c1c2c3c(sc2ncn1Cc1ccccc1Cn1cccn1)CNCC3 ?
mcGAS RapidFire: -14

What do the screens show for `Cc1cccc(NC(=O)CCC2CCN(C(=O)c3cc(C)nc(C)n3)CC2)c1`?
mcGAS RapidFire: 5

How did CCOC1CCCN(CC(=O)c2cc(C)n(CC)c2C)C1 (configuration not stated) do in these assays?
mcGAS RapidFire: -12

How did COc1cc2ncc(C(=O)c3ccccc3)c(N3CCC(C(N)=O)CC3)c2cc1OC do in these assays?
mcGAS RapidFire: -9

Results for CN(C)c1nc(-c2ccncc2)nc2c1CCN(C(=O)CN1CCCC1)C2 ?
mcGAS RapidFire: 4

What do the screens show for `CCOc1cc(-c2n[nH]c(=S)o2)cc(OCC)c1OCC`?
mcGAS RapidFire: -6

How did c1ccc(-c2ncc3ccccn23)cc1 do in these assays?
mcGAS RapidFire: -8

Results for O=C(CSc1c(-c2ccccc2)[nH]c2ccccc12)Nc1nccs1 ?
mcGAS RapidFire: -6

Results for Cc1ccc(-c2ccc(S(N)(=O)=O)cc2F)c(-n2cccn2)c1 ?
mcGAS RapidFire: -27

Of the compounds above, these contain a cyano group:
What do the screens show for `CC(C)N1C[C@H](O)[C@@H](n2cnc(-c3ccccc3)c2-c2cccc(C#N)c2)C1`?
mcGAS RapidFire: -5

Results for COc1cc(NC(=O)C(C#N)Cc2ccc3[nH]ccc3c2)cc(OC)c1OC (configuration not stated) ?
mcGAS RapidFire: -3

(continued)
Results for O=C(O)c1cc2c(s1)-c1ccc(Cl)cc1SC2 ?
mcGAS RapidFire: 25

What do the screens show for `Cc1noc(C)c1CNC(=O)c1csc(-c2ccc(OC(C)C)cc2)n1`?
mcGAS RapidFire: -5

Results for c1ccc(-c2ccc(CSC3=NCCN3)cc2)cc1 ?
mcGAS RapidFire: 1

Results for Cc1ccsc1CN(CCN(C)C)C(=O)c1cc(=O)c2ccccc2[nH]1 ?
mcGAS RapidFire: -7

What do the screens show for `O=C(O)CC1COCCN1C(=O)c1ccc(NC(=O)C2CCC2)cc1` (configuration not stated)?
mcGAS RapidFire: -27

What do the screens show for `CCOC(=O)Cn1c(C)nc2c(C(=O)OCC)sc(C)c2c1=O`?
mcGAS RapidFire: -1

What do the screens show for `CSCc1ccc(C(=O)N(C)C/C=C/c2ccccc2)o1`?
mcGAS RapidFire: -7

How did CC(=O)Nc1ccc(C(=O)CN2CCCSC2=Nc2ccccc2Cl)cc1 do in these assays?
mcGAS RapidFire: -3

Results for COC(=O)C(CCSC)n1cc2ncccc2c1O (configuration not stated) ?
mcGAS RapidFire: -14

What do the screens show for `O=C(NC1CCOc2ccccc21)c1cc2c(s1)CCCC2` (configuration not stated)?
mcGAS RapidFire: -7

What do the screens show for `COc1ccc(C(=O)NS(C)(=O)=O)c(Br)c1`?
mcGAS RapidFire: -3

What do the screens show for `CC(=O)N1c2c(ccc3ccccc23)C(C)CC12CCCCC2` (configuration not stated)?
mcGAS RapidFire: -25

What do the screens show for `COc1ccccc1OC1CCN(c2nc3nonc3nc2N2CCOCC2)CC1`?
mcGAS RapidFire: -4&-3

How did Cc1cc(OCC(=O)NNC(=O)COc2ccc(Cl)cc2)cc(C)c1Cl do in these assays?
mcGAS RapidFire: -5

Results for Cc1noc(C)c1S(=O)(=O)NC(=O)C1(C)CCN1C(=O)Cc1ccc(-c2ccccc2)cc1 (configuration not stated) ?
mcGAS RapidFire: 0

Results for CC1CCC2(CC1)NC(=O)N(NC(=O)c1ccc3c(c1)C(=O)N(CC1CCCO1)C3=O)C2=O (configuration not stated) ?
mcGAS RapidFire: 0

How did O=C(C1=COCCC1)N1CCN(CCOc2ccc3c(c2)CCC3)CC1 do in these assays?
mcGAS RapidFire: 8

How did CCCn1cnnc1CNC(=O)CC1C(=O)Nc2c(C)cc(C)cc21 (configuration not stated) do in these assays?
mcGAS RapidFire: -2

Results for CC(C)(C)c1ncc(NC(=O)N2CCCC2Cc2ccccc2)cn1 (configuration not stated) ?
mcGAS RapidFire: -7

What do the screens show for `Cc1cc(C(=O)N2C[C@@H]3[C@H](C2)[C@H]2CC[C@@H]3O2)c2c(C)nn(C)c2n1`?
mcGAS RapidFire: 5

What do the screens show for `N#Cc1ccc(Cl)cc1N=CCc1nnnn1-c1ccc2ccccc2c1`?
mcGAS RapidFire: -11

Grouped by structure, the entries above with a COOH group
How did Cc1ccc(C(=O)O)cc1OCc1csc(Br)c1 do in these assays?
mcGAS RapidFire: -6

What do the screens show for `N=C(N)c1ccc(N2CCN(C3CCN(CC(=O)O)CC3)CC2)cc1`?
mcGAS RapidFire: -14

Results for O=C(O)c1cc2c(s1)-c1ccc(Cl)cc1SC2 ?
mcGAS RapidFire: 25

What do the screens show for `O=C(O)CC1COCCN1C(=O)c1ccc(NC(=O)C2CCC2)cc1` (configuration not stated)?
mcGAS RapidFire: -27

These rows are one share of the data, so the mix of outcomes need not match the whole.
